High-throughput results from PubChem.
Cav32 inh: human Cav3.2 channel inhibition, primary screen | B-score at 10 µM | 100,000 compounds, 4% hits | Cav3.2-expressing cells, Fluo-4 calcium fluorescence FDSS; hits give low values | O95180;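 active = single-dose well whose peak fluorescence ratio is a statistical outlier from its plate by either plate-standardised score or position-corrected B-score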
Target sequence (O95180 whole entry, looked up): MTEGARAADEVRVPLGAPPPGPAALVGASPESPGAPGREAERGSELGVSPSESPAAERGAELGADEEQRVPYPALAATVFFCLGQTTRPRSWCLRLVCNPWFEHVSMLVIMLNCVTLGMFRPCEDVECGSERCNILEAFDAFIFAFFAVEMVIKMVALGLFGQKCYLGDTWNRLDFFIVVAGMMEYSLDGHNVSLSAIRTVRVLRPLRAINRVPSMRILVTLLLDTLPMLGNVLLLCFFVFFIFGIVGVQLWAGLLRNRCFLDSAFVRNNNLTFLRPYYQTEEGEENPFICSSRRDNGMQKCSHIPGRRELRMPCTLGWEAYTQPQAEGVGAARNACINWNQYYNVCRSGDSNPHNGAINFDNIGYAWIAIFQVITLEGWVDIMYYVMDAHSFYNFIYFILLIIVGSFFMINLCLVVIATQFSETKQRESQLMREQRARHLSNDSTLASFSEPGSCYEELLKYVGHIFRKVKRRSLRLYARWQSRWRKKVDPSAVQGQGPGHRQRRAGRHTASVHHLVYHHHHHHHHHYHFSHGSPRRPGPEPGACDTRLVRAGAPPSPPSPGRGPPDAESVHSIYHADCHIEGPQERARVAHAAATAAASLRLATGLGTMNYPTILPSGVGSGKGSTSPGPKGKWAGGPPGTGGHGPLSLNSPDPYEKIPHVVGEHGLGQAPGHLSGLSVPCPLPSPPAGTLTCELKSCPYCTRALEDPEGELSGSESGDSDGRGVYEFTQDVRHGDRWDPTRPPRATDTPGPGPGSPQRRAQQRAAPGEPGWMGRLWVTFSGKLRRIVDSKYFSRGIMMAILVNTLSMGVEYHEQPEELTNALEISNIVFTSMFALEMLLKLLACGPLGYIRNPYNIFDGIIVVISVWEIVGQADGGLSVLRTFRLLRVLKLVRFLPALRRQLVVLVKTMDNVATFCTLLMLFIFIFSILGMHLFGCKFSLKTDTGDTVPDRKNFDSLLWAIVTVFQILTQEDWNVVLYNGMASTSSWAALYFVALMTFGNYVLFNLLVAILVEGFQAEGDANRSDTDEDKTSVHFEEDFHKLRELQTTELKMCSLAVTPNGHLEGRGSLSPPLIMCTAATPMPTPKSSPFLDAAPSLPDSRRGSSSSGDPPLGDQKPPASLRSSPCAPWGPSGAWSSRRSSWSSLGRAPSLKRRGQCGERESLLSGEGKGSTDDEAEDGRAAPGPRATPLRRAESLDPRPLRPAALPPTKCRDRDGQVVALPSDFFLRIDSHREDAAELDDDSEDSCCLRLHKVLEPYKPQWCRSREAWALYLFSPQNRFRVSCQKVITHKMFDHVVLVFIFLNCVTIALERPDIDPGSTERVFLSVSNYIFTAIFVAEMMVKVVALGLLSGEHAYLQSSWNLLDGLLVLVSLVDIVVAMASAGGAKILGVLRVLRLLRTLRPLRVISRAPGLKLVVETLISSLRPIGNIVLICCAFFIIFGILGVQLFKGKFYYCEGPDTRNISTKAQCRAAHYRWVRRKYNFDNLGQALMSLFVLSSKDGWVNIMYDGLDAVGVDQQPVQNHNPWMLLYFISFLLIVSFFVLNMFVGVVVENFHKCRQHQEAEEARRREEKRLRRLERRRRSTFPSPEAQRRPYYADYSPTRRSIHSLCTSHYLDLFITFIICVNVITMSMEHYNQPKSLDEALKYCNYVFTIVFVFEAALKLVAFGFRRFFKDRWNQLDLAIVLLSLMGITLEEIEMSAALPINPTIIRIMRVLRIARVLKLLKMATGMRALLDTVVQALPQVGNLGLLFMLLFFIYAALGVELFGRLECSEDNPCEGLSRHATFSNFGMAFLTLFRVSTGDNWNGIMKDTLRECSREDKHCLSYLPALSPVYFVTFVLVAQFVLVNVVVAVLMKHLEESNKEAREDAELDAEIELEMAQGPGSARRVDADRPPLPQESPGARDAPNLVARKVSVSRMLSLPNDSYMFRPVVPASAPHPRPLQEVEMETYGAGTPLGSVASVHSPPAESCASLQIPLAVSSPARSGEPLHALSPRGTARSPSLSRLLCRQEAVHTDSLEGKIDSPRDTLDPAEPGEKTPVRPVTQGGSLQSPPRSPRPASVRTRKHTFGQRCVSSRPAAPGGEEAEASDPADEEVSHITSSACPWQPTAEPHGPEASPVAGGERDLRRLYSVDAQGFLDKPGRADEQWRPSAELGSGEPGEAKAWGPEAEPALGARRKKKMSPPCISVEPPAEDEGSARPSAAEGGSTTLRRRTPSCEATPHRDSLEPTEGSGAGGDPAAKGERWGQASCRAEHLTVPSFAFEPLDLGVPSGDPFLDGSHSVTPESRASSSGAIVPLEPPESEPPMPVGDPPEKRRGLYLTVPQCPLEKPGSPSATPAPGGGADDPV
* marks the source's active call; other numbers are inactive results.

entry	smiles	Cav32 inh
1	Cc1ccc(-c2nc3cnccn3c2Nc2c(C)cccc2C)o1	-3.3
2	CCc1ccc(-c2cc(C(F)(F)F)n3nc(C(=O)Nc4c(C)nn(Cc5ccccc5Cl)c4C)cc3n2)s1	-0.39
3	Cc1cc(C)c(C)c(S(=O)(=O)N2CCN(CC(=O)NC(=O)NCc3ccccc3)CC2)c1C	0.026
4	CC1(C)CC(=O)C(C=Nc2ccccc2C(=O)O)=C(O)C1	-1
5	COCCCNC(=O)Cn1cc(C(=O)C2CC2)c2ccccc21	0.0083
6	O=C(c1cnn2c(C(F)(F)F)cc(-c3ccc(Br)cc3)nc12)N1CCOCC1	0.62
7	O=c1cc(Cl)[nH]c(=O)n1CCNc1ncc(C(F)(F)F)cc1Cl	-0.99
8	Cc1ccc(/C=c2\sc3nc(-c4cccs4)nn3c2=O)o1	-0.2
9	CCN(CC)C(=O)CSCc1cnn(-c2ccccc2)c1-n1cccc1	-1.3
10	CCCC(=O)Nc1ccc(C)c(O)c1	0.42
11	Cc1ccc(NC(NC(=O)c2cccs2)C(Cl)(Cl)Cl)cc1C (stereo not given)	-3
12	Cn1nnnc1SCSc1nnnn1C	0.29
13	C[C@@H]1CC[C@@]2(O[C@H](CCO)C[C@@H](O)[C@@H]2O)O1	0.7
14	O=C1CC(c2ccncc2)c2cc3c(cc2N1)OCO3 (stereo not given)	0.39
15	O=c1[nH]cnc2c1C(c1ccccc1[N+](=O)[O-])c1c(nc[nH]c1=O)O2	1.1
16	CCOC(=O)C1=C(C)NC(C)=C(C(=O)OCC)C1C(=O)OCC(=O)N1c2ccccc2CC1C (stereo not given)	-2.6
17	C=CCn1c(=S)[nH]c2nc3c(cc2c1=O)COC(C)(C)C3	0.048
18	Cc1ccc(NC(=O)CN2C(=O)S/C(=C\c3cccn3-c3cccc(C(=O)O)c3)C2=O)c(C)c1	-0.18
19	COc1cc(C)c(Cl)cc1S(=O)(=O)NCCN1CCOCC1	0.028
20	Brc1ccc(-n2cccc2/C=N/n2cnnc2)cc1	0.076
21	CN(CCOCCOc1ccc2ccccc2c1)Cc1ccccc1	-1.2
22	COc1cccc(NC(=O)C2C3C=CC4(O3)C2C(=O)N(C(C)C)C4C(=O)NC2CCCCC2C)c1 (stereo not given)	-1
23	O=C(Nc1ccccc1F)c1ccc(COc2ccc(Cl)cc2Cl)o1	-0.5
24	CCOC(=O)c1ccc(NC(=O)COc2ccc(S(=O)(=O)N3CCCC3)cc2)cc1	0.3
25	CCOc1ccccc1N1CCN(C(=O)c2ccccc2)CC1	0.74
26	CC1(C(=O)N2CC3(CC(c4cccc([N+](=O)[O-])c4)=NO3)C[C@H]2C(=O)NCC(N)=O)CC1 (stereo not given in full)	-0.15
27	Cc1cccc(-n2nnnc2SCc2csc(-c3ccccc3)n2)c1	-3.3*
28	CCCn1cc(SCC(=O)Nc2ccc3c(c2)OCO3)c2ccccc21	-4.6*
29	CCn1c(SCC(=O)Nc2nc(C)cs2)nnc1C(NC(=O)c1ccccc1Cl)C(C)C (stereo not given)	-1.9
30	COc1ccc(N2CCN(C(=O)Nc3cccc(C(F)(F)F)c3)CC2)cc1	-3.7
31	CSCC[C@@H](Nc1nc(-c2ccccc2)nc2c1oc1ccccc12)C(=O)O	-2
32	OC(COc1ccc(Br)cc1)CN1CCOCC1 (stereo not given)	-0.088
33	S=c1[nH]nc(-c2cc(-c3ccco3)[nH]n2)n1-c1cccc2ccccc12	-1
34	COc1cccc(CNC(=O)c2ccc3nc[nH]c3c2)c1	-0.68
35	CCOC(=O)CSc1nnc(CNc2ccccc2Cl)n1-c1ccccc1	-3
36	Cc1c(Cl)cccc1Nc1ccccc1C(=O)O	-0.86
37	CCOC(=O)C1/C(=N\O)CC(C)(O)C(C(=O)OCC)C1c1ccc(N(C)C)cc1 (stereo not given)	0.024
38	c1cncc(CNc2nc(N3CCOCC3)nc(N3CCOCC3)n2)c1	-0.49
39	COc1cccc(C(=O)Nc2cccc(C(=O)N3CCOCC3)c2)c1	-0.4
40	Cc1csc(NC(=O)C(Cc2ccccc2)n2cccc2)n1 (stereo not given)	-4.9*
41	Cc1ccc(S(=O)(=O)N2CCCC2C(=O)Nc2ccc(O)cc2)cc1 (stereo not given)	1.5
42	COc1ccc(NC(=O)n2nc(OC(=O)c3cccs3)cc2N)cc1	0.52
43	CCOC(=O)CSc1ccc2nnc(-c3cccnc3)n2n1	0.42
44	Cc1cc(NC(=O)C2CCCC2)nc2c1c(=O)oc1ccccc12	-3.2
45	CC(C)(C)c1ccc(-c2noc(CCC(N)=O)n2)cc1	-1
46	CCn1c(C(=O)NCc2ccccn2)cc2sccc21	0.076
47	O=C(Nc1ccc(N2CCOCC2)cc1)c1cccc(S(=O)(=O)N2CCCC2)c1	-0.11
48	CNNC(=O)C(C)NC(=O)c1ccc(Br)cc1 (stereo not given)	0.041
49	CCn1c(SCC(=O)Nc2nccs2)nnc1-c1ccc(S(=O)(=O)N2CCCCC2)cc1	-1.9
50	O=C(OCc1cc(Cl)ccc1OC(F)F)c1cc(S(=O)(=O)O)ccc1O	0.15
51	Cc1ccc(OCC(=O)N/N=C/c2ccco2)cc1	1.9
52	O=S(=O)(N/N=C\c1ccc2c(c1)OCO2)c1ccc(Cl)cc1	-0.71
53	CCOc1ccc(NC(=O)c2cccc3c2C(=O)N(Cc2cccnc2)C3)cc1	0.79
54	COc1ccc(CN(C(=O)CSc2nnc(-c3c[nH]c4ccccc34)o2)c2ccc(F)cc2)cc1OC	-0.12
55	COc1ccc(-c2cc(=O)c3ccccc3o2)cc1	-0.63
56	COc1ccc(C2C(C#N)=C(SCC(=O)Nc3ccc(C)cc3)NC3=C2C(=O)CC(C)(C)C3)cc1 (stereo not given)	0.19
57	CCOC(=O)c1c(N=CN(C)C)c(C#N)c2n1CCCC2	-0.05
58	CC(C)c1ccc(NC(=O)COC(=O)C2=COCCO2)cc1	0.012
59	COc1ccc(CN(C(=S)Nc2ccccc2)C2CC(=O)N(c3ccc(F)cc3)C2=O)cc1 (stereo not given)	-0.32
60	O=C(c1ccc([N+](=O)[O-])cc1)N(Cc1ccc(Cl)cc1)N1C(=O)CCCC1=O	1.2

5 structures already listed, ordered by molecular weight, falling.
entry	smiles	Cav32 inh
59	COc1ccc(CN(C(=S)Nc2ccccc2)C2CC(=O)N(c3ccc(F)cc3)C2=O)cc1 (stereo not given)	-0.32
37	CCOC(=O)C1/C(=N\O)CC(C)(O)C(C(=O)OCC)C1c1ccc(N(C)C)cc1 (stereo not given)	0.024
31	CSCC[C@@H](Nc1nc(-c2ccccc2)nc2c1oc1ccccc12)C(=O)O	-2
42	COc1ccc(NC(=O)n2nc(OC(=O)c3cccs3)cc2N)cc1	0.52
43	CCOC(=O)CSc1ccc2nnc(-c3cccnc3)n2n1	0.42

Following part:
entry	smiles	Cav32 inh
61	COc1ccc2c(c1)C(NC(C)=O)C(=O)N2C (stereo not given)	-0.034
62	COc1cc(C2C(C#N)=C(N)N(c3cccnc3)C3=C2C(=O)CCC3)ccc1O (stereo not given)	0.77
63	O=C1c2ccccc2-c2ncnc3c(N4CCOCC4)cc(N4CCOCC4)c1c23	0.78
64	O=C(Nc1ccc2c(c1)OCCO2)c1cccc(S(=O)(=O)N2CCCCC2)c1	-1.3
65	CCn1c(SCC(=O)Nc2cc(C)on2)nc2c(c1=O)SC(C)C2 (stereo not given)	1.7
66	O=C(CN1C(=O)NC2(CCCCCCC2)C1=O)N1CCOCC1	-0.93
67	CC(=O)OC1COC(n2ccc3ccccc32)C(OC(C)=O)C1OC(C)=O (stereo not given)	0.061
68	COc1ccc(NS(=O)(=O)c2ccc(NC(=O)C(C)(C(F)(F)F)C(F)(F)F)cc2)nn1	0.23
69	CCOC(=O)C1CCCN(C(=O)CN2C(=O)C(CC)Oc3ccc(C)cc32)C1 (stereo not given)	1.2
70	COc1cc(CN2CCN(C(=O)CC(C)C)CC2)cc(OC)c1OC	0.37
71	O=C(Nc1nc2ccccc2[nH]1)c1ccccc1	0.63
72	CCOC(=O)NC1CCS(=O)(=O)C1 (stereo not given)	0.13
73	O=C(c1c(F)cccc1F)N(Cc1ccccn1)C1CCCC1	0.68
74	CCCCc1nnc(NC(=O)C2CCCO2)s1 (stereo not given)	0.18
75	Cc1ccc(S(=O)(=O)N/N=C/c2cn(C)nc2C)cc1	0.03
76	CC(N)C12CC3CC(CC(C3)C1)C2 (stereo not given)	1.1
77	CC(C)n1c(SCC(=O)Nc2nc3c(s2)CCCC3)nc2c1c(=O)n(C)c(=O)n2C	-2.2
78	CCn1c(SCC(=O)N2CC(=O)Nc3ccccc32)nnc1-c1ccoc1C	-0.071
79	COc1ccccc1C(=O)NCC1CCN(c2ccc(S(=O)(=O)N3CCOCC3)cc2)CC1	0.098
80	CN(C)C(=O)N1CCC(C(=O)NCc2cccs2)CC1	0.37
81	Cc1c(NC(=O)c2ccccc2)c(=O)n(-c2ccccc2)n1C	0.03
82	O=C(NCc1ccco1)c1ccc(CS(=O)(=O)Cc2ccc(Cl)cc2)o1	-0.32
83	CCn1nnnc1SCC(=O)Nc1ccc2c(c1)OCO2	0.49
84	Cc1ccc(NC(=O)/C(=C/c2ccco2)c2ccccc2)c(C)c1	-0.16
85	N#C/C(C(=O)Oc1ccccc1)=C1\C=CC=CN1	0.62
86	Cc1onc(C(=O)N2CCN(Cc3ccccc3)CC2)c1[N+](=O)[O-]	1.1
87	CCc1ccccc1NC(=O)c1cc2sccc2n1C	-2.4*
88	CCc1cc(C(=O)NNC(=S)NCC2CCCO2)cs1 (stereo not given)	0.42
89	CCOC(=O)c1cnc(-n2cc(C)cn2)nc1Nc1ccccc1OCC	-2
90	O=C1c2ccccc2C(=O)N1OCCOCCOCCON1C(=O)c2ccccc2C1=O	-0.036
91	CN(C)CCCOc1ccc(C(C)(C)c2ccccc2)cc1	1.5
92	CN1C(=O)/C(=C/c2cn(CC(=O)N3CCCCC3)c3ccccc23)c2ccccc21	-1.4
93	CCCOC(=O)Nc1sc2c(c1C(=O)OCC)CCC2	0.032
94	CC(C)(C)c1cc(C(c2cccnc2)N2CCN(CCO)CC2)cc(C(C)(C)C)c1O (stereo not given)	0.98
95	CC1=CC(c2ccc(Cl)cc2)n2nc(NS(=O)(=O)c3ccc(C)cc3)nc2N1 (stereo not given)	-3.1
96	CC1CCc2nc(N)c(C#N)c(-c3cccn3C)c2C1 (stereo not given)	0.098
97	COc1ccc(/C=N\NC(=O)c2sc(N)nc2C)cc1OC	-0.1
98	O=S(=O)(NCc1ccccn1)c1ccc2c(c1)OCCO2	-0.048
99	CCOC(=O)c1c(C)c(C(=O)NCc2ccc3c(c2)OCO3)c(C)n1C	0.66
100	CCOC(=O)CSc1nc2c(sc(=S)n2CCc2ccccc2)c(=O)n1Cc1ccco1	-4
101	COc1ccc(-c2cc(C(F)F)n3ncc(C(=O)NCC4CCCO4)c3n2)cc1 (stereo not given)	-1.9
102	O=C(/C=C/c1ccco1)Nc1ccc(Oc2ccc(Cl)cc2)cc1	0.87
103	N#Cc1c(-c2ccco2)cc(-c2ccc(F)cc2)nc1N	-0.6
104	COc1cccc(C(=O)Nc2cnc(NC(=O)c3ccco3)cc2C)c1	0.82
105	Cc1ccc(C(=O)O)cc1S(=O)(=O)N1CCSCC1	0.61
106	O=C(c1cccs1)N1CCN(c2ccc(F)cc2)CC1	0.35
107	CS(=O)(=O)Nc1cccc2cccnc12	0.17
108	FC(F)(F)c1cc(-c2cccs2)nc(N2CCOCC2)n1	-0.26
109	Cc1nc(OCC(=O)c2ccc(Cl)cc2)c(C#N)c2c1COC(C)(C)C2	0.83
110	Cc1cccc(Cn2c(N3CCc4ccccc4C3)nc3c2c(=O)[nH]c(=O)n3C)c1	0.23
111	O=C(Cc1cccs1)Nc1cccc(C(=O)Nc2ccco2)c1	0.18
112	CCCn1c(N2CCOCC2)nc2c1c(=O)[nH]c(=O)n2C	1.4
113	CN(C)S(=O)(=O)c1ccc(NC(=O)N2CCN(c3ccccc3Cl)CC2)cc1	0.33
114	CC(C)C[C@H]1C(=O)N2CCC[C@H]2[C@]2(O)O[C@](NC(=O)[C@@H]3C=C4c5cccc6[nH]c(Br)c(c56)CC4N(C)C3)(C(C)C)C(=O)N12 (stereo not given in full)	-4.8*
115	Clc1ccc(C2CC(c3ccco3)n3ncnc3N2)cc1Cl (stereo not given)	-2
116	COc1ccc(OC)c(C2N(c3ccccn3)C(=O)C3CCCN32)c1 (stereo not given)	1.3
117	COc1cc(NC2c3ccccc3C(=O)N2c2cc(C)ccn2)cc(OC)c1OC (stereo not given)	0.25
118	O=C(c1cc2ccccc2oc1=O)N(Cc1cccs1)Cc1cccs1	-3.1
119	COc1ccc(C(=O)/C=C/c2cccs2)c(OC(=O)c2cccc([N+](=O)[O-])c2)c1	-0.5
120	COc1ccc(/C=C2\SC(=NCc3ccccc3)N(Cc3ccccc3)C2=O)cc1OC	0.018

Remaining list, next part
entry	smiles	Cav32 inh
121	COc1cc(OC)c(C(=O)CCCN2CCCC2)c(OC)c1	1.3
122	O=C(c1ccc(Cl)cc1)C1CCN(C(=O)N2CCOCC2)CC1	-2
123	C=CCn1c2ccccc2c2nnc(SCc3ccc4nonc4c3)nc21	-3.4
124	CCOC(=O)Nc1ccc2ncn(C)c(=O)c2c1	0.95
125	CC12CCC(C(=O)N(CSC(=S)N/N=C\c3ccccc3Cl)C1=O)C2(C)C (stereo not given)	-1.1

Of the compounds above, five have bromine:
entry	smiles	Cav32 inh
6	O=C(c1cnn2c(C(F)(F)F)cc(-c3ccc(Br)cc3)nc12)N1CCOCC1	0.62
20	Brc1ccc(-n2cccc2/C=N/n2cnnc2)cc1	0.076
32	OC(COc1ccc(Br)cc1)CN1CCOCC1 (stereo not given)	-0.088
48	CNNC(=O)C(C)NC(=O)c1ccc(Br)cc1 (stereo not given)	0.041
114	CC(C)C[C@H]1C(=O)N2CCC[C@H]2[C@]2(O)O[C@](NC(=O)[C@@H]3C=C4c5cccc6[nH]c(Br)c(c56)CC4N(C)C3)(C(C)C)C(=O)N12 (stereo not given in full)	-4.8*

Only part of the results is shown. The share of hits here may be higher or lower than overall.
